From PubChem BioAssay
Pf Dd2 growth: qHTS Primary assay for Inhibitors of Plasmodium falciparum Dd2 growth in vitro; 4.3% of 120,000 active; P. falciparum Dd2 growth, SYBR Green, 72 h; Potency, µM (top dose mostly 28.9 µM), for inactives: top-dose activity, negative = inhibition, hits mostly inhibitors; active = well fitted inhibition curve with a large enough effect; inconclusive = small, poorly fitted or top-dose-only effect; inactive = no such curve, though single readings can be large or run the other way;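 also: plate controls were DMSO vehicle for no effect and reference drug for full effect; nearly all actives have a fitted effect of over 65% in size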
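Readout: SYBR Green fluorescence, 485 nm excitation, 535 nm emission, after ~16 h lysis at 37C. Before that, Dd2-infected red cells (2.5% hematocrit) grew 72 h with compound, 29 uM top final concentration.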
Numbers without * were called inactive; i = inactive; u = inconclusive; & = joins results of further samples; [ ] = remark or other dose. Potency is read from the fitted curve at half-maximal effect. Only part of the results is shown (hit frequency here may not be typical).

SMILES	Pf Dd2 growth
COC(=O)c1sc2cccc(F)c2c1S(=O)(=O)N1CCN(c2ccc(C)cc2C)CC1	u
CN1CCC(NC(=O)c2n[nH]c3c2CN(C(=O)c2cccc(F)c2)CC3)CC1	6%
FC(F)(F)CN1C2CCC1CN(c1ccc(-c3ccccc3)nn1)C2	u
COc1ccc(-c2nc(-c3ccccc3)nc3c2CN(C(=O)c2ccccc2C)CC3)cc1	10µM*
COCc1ccc2c(c1)c(OC(C)(C)C(=O)NCC1CCOCC1)nn2CCC(C)C	u
Cc1cc(CNC(=O)Cc2ccc(-n3cnnn3)cc2)c2[nH]c(C)c(C)c2c1	u
COc1ccc(Cl)cc1C(=O)N1CCC(Oc2nccnc2N(C)C)C1 (stereo not drawn)	-27%
C[S+](=O)([O-])N1CCC2(CC1)CC(Cc1ccccc1)=NO2	17%
COc1cccc(CC(=O)N2CCN(C(=O)c3nnn4c3COC(c3ccc(Cl)cc3)C4)CC2)c1 (stereo not drawn)	-22%
NC(=O)[C@@H]1CN(C(=O)Cc2ccccc2F)C[C@H]1COc1ccccc1	-6%
CCOc1ccc(CCNC(=O)CCCc2nnc3n(CC(C)C)c(=O)c4sccc4n23)cc1	i
Cc1cccc(CCNC(=O)c2cc3c(s2)-c2c(C)cccc2OC3)c1	i
Cc1cc(C)cc(OCC(=O)NCC2(N3CCOCC3)CCCCC2)c1	u
O=C1NC2(CCN(C(=O)c3ccc(Cl)cc3)C2)Oc2ccccc21 (stereo not drawn)	-8%
COc1ccc(CCC(=O)N2CCCC(Cc3noc(-c4ccccc4)n3)C2)cc1 (stereo not drawn)	u
O=C(Cn1ncc2c(=O)oc3ccccc3c21)NCc1ccccc1Cl	13%
COc1cc(C(=O)Nc2nc3c(s2)C[C@]2(C)CC[C@@H]4[C@H](OC(=O)[C@H]4C)[C@H]2[C@@H]3C)cc(OC)c1OC	-25%
CC(C)c1noc(CC2CCN(C(=O)c3ccccn3)CC2)n1	62%[activator]
CC(C)c1ccccc1NC(=O)Cn1ccn2nc3c(c2c1=O)CCCCC3	i
CCCCS(=O)(=O)N1CCN(C2CCN(CCOC)C2=O)CC1 (stereo not drawn)	-11%
COc1ccc(OCc2nc(C)c(CCO)c(=O)n2CC(=O)Nc2cccc(F)c2)cc1	i
Cc1ccc(C2NC(=O)N(CC(=O)NCCc3ccc(Cl)cc3)C3=C2C(=O)OC3)cc1 (stereo not drawn)	i
CC(C)C[C@@H]1N[C@H](C(=O)NCc2cccs2)Cc2c[nH]c3cccc1c23	u
O=C(Nc1ccccc1)N1C[C@@H]2C[C@H](C1)c1c(-c3cccs3)ccc(=O)n1C2	-8%[44.1 µM]
CC1=C[C@@H](CN2CCOCC2)[C@H](C(C)C)C[C@H]1Cc1nnc(-c2ccc([N+](=O)[O-])cc2)o1	u

Next section (two carried over from the part before).
SMILES	Pf Dd2 growth
O=C(Nc1ccccc1)N1C[C@@H]2C[C@H](C1)c1c(-c3cccs3)ccc(=O)n1C2	-8%[44.1 µM]
CC1=C[C@@H](CN2CCOCC2)[C@H](C(C)C)C[C@H]1Cc1nnc(-c2ccc([N+](=O)[O-])cc2)o1	u
COC[C@]1(O)CCN(C(=O)CN2CCCCCC2=O)CC1(C)C	9%
Fc1cc(Nc2cnc3ccc(-c4ccccc4)nn23)cc(N2CCOCC2)c1	u
O=c1n(-c2ccc(C(F)(F)F)cc2)nc2n1CCN([S+](=O)([O-])c1cccc(C(F)(F)F)c1)C2	-3%&3%
CC(C)(C)c1coc([C@@H]2COCCN2Cc2ccc(C(=O)O)cc2)n1	1%[44.1 µM]
O=C(NCCc1ccccc1)c1c[nH]c2ncccc12	-14%[44.1 µM]
Cc1cnc(-c2ccccc2)n1C1CCCN(C(=O)Nc2ccccc2F)C1 (stereo not drawn)	i
Cc1ccccc1S(=O)(=O)N1CCCC(CCC(=O)O)C1 (stereo not drawn)	-1%
O=C(c1ccc(C(F)(F)F)cc1)N1CCC2(CC1)COc1ccccc1NC2=O	i
CCOCC(=O)N1CCC(Nc2cccn3ncnc23)CC1	29%
COc1ccc([C@H]2C[C@@H](O)[C@@H](O)[C@@H]2NC(=O)Nc2ccc(C(F)(F)F)cc2)cc1	3.2µM*
CC(C)c1ccc(-c2nc(C3CC(=O)N(c4ccc(F)cc4)C3)no2)cc1 (stereo not drawn)	i
COc1ccc(-c2noc([C@@H]3C[C@H](NC(=O)NC(C)C)CN3C)n2)cc1	22%[44.1 µM]
CC(=O)NC1CCN(C(=O)Cc2c(C)[nH]c3c(C)ccc(C)c23)C1 (stereo not drawn)	25%
CC(C)N1CC2CN(C(=O)c3ccccc3)CC(C1)O2	39%
CCN1c2cc(C(=O)Nc3ccccc3)ccc2C(=O)N2CCCC21 (stereo not drawn)	u
COc1ccc(C(CC(=O)Nc2ccc(C)c(C)c2)N2Cc3ccccc3C2=O)cc1OC (stereo not drawn)	-22%
COC(=O)c1c(NC(=O)Cc2coc3cc(C)ccc23)sc2c1CCCC2	20%
Cc1cc(CN(C)C(=O)c2cn(Cc3ccccc3Cl)nn2)on1	-11%
Cc1ccccc1N(C)C1CN(Cc2cccc3ccccc23)C1	10µM*
CCc1cc(=O)n(CC(=O)Nc2ccc(C)c(Cl)c2)c(N2CCOCC2)n1	-11%
CC1=C[C@@H](CN2CCOCC2)[C@H](C(C)C)C[C@H]1Cc1nnc(-c2ccccc2)o1	-1%[44.1 µM]
O=C(NCc1ccc2c(c1)OCO2)C1CC(c2ccccc2)CN(C(=O)NCc2ccccc2)C1 (stereo not drawn)	i
O=C(c1cnc2ccccc2c1)N1CC[C@H](N2CCOCC2)[C@H](CCCO)C1	16%
COCCN1C(=O)c2cccn2CC1CNC(=O)Cc1cccc(OC)c1 (stereo not drawn)	-11%
COc1ccc(C(=O)N2CCCN(c3cc(-c4ccccc4)[nH]n3)CC2)cc1F	-18%

Arranged by heavy-atom count (ascending): part of the list above.
SMILES	Pf Dd2 growth
CC(C)N1CC2CN(C(=O)c3ccccc3)CC(C1)O2	39%
Cc1ccccc1S(=O)(=O)N1CCCC(CCC(=O)O)C1 (stereo not drawn)	-1%
Cc1cc(CN(C)C(=O)c2cn(Cc3ccccc3Cl)nn2)on1	-11%
CC(C)(C)c1coc([C@@H]2COCCN2Cc2ccc(C(=O)O)cc2)n1	1%[44.1 µM]
COC(=O)c1c(NC(=O)Cc2coc3cc(C)ccc23)sc2c1CCCC2	20%
Fc1cc(Nc2cnc3ccc(-c4ccccc4)nn23)cc(N2CCOCC2)c1	u
O=c1n(-c2ccc(C(F)(F)F)cc2)nc2n1CCN([S+](=O)([O-])c1cccc(C(F)(F)F)c1)C2	-3%&3%

(list continues)
SMILES	Pf Dd2 growth
COc1ccc(C2(C(=O)N3CCC(c4n[nH]c(=O)n4-c4ccccc4)CC3)CC2)cc1	-4%
Cc1cc(F)ccc1NC(=O)CCn1ccn2nc3c(c2c1=O)CCCC3	u
CCOc1ccccc1NC(=O)N1CCC(N2CC3CC(C2)[C@H]2CCCC(=O)N2C3)CC1 (stereo partly drawn)	u
Cc1ccc(NC(=O)c2cnc3cc(C)ccn3c2=O)c(C)c1	55%[activator]
COc1ccc(C)cc1NC(=O)c1cccn(Cc2cccc([N+](=O)[O-])c2)c1=O	-10%
N[C@H]1CN(C(=O)c2cccc(-n3cnnc3)c2)C[C@@H]1c1ccccc1	-4%
Cc1cc(S(=O)(=O)N2CCCC(Cn3c(C4CC4)nc4cccnc43)C2)ccc1F (stereo not drawn)	i
CC(Cc1cccnc1)Nc1cc(-c2ccccc2F)nc2ccnn12 (stereo not drawn)	u
COCCCNC(=O)CS(=O)Cc1nc(-c2cccc(C)c2)oc1C (stereo not drawn)	8%
Cc1nc(CN(C)C(=O)c2coc(COc3ccc(F)cc3Cl)n2)cs1	-12%
CN1CCC(CN2CCC(c3nn(C)c(=O)n3-c3ccccc3)CC2)CC1	0%
C[C@@H](NC(=O)NC1(c2ccccc2)CCOCC1)c1onc(-c2cccnc2)c1C(=O)O	3%
O=C(c1ccc(F)cc1)N1CCC2(CC1)CC(Cc1ccccc1)=NO2	-5%[44.1 µM]
Cc1cccn2c(=O)c(C(=O)NCc3ccccc3Cl)c(O)nc12	42%[activator]
O=C(Nc1cccc(Cl)c1)N1CC2CCCN2c2ccccc21 (stereo not drawn)	8.9µM*
O=C(CCc1c[nH]c2ccccc12)N1CCC(Oc2ncccc2C(=O)N2CCOCC2)C1 (stereo not drawn)	i
CCCc1noc(-c2cn(C3CCN(C(=O)c4ccc(OC)c(F)c4)CC3)nn2)n1	-13%
Cc1ccc(C(=O)N2CC(c3nnc(C(C)C)o3)C3(CCOCC3)C2)cn1 (stereo not drawn)	-3%
O=C(c1ccccc1)N1CCC2(CC1)C(=O)NN=C2c1cccnc1	-7%
COCCN1C(=O)c2ccccc2C(C(=O)Nc2cc(Cl)ccc2OC)C12CCCC2 (stereo not drawn)	-20%
COc1ccc(N2Cc3cccc(C(=O)Nc4ccc(F)cc4)c3C2=O)cc1	u
Cc1cn(C)c(CC(=O)NCc2ccccc2)c1C(=O)O	7%
CCCN1CCc2[nH]cnc2C12CCN(C(=O)C1COc3ccccc3O1)CC2 (stereo not drawn)	-22%
Cc1ccccc1C(=O)N1C(C(=O)NCC(C)C)COC12CCN(C(=O)c1cccc(Cl)c1)CC2 (stereo not drawn)	u
Cc1ccc(NC(=O)Cn2cccc2-c2nc(-c3ccccc3)no2)c(C)c1	u
(continued)
SMILES	Pf Dd2 growth
COc1ccc(CN2CCC(C3CCN(C(C)=O)CC3)C2)c(Cl)c1OC (stereo not drawn)	u
COCCN(C)C[C@H]1C[C@H](CO)CN(C(=O)c2cc3ccccc3s2)C1	u
CCCCNC(=O)CN1C(=O)NC2(CCC(C)CC2)C1=O (stereo not drawn)	-16%
O=C(c1cscn1)N1CCCC2(CN[S+](=O)([O-])c3cccnc3O2)C1 (stereo not drawn)	11%
COc1ccc(Cl)cc1NC(=O)Cn1c(=O)oc2cc(S(=O)(=O)N3CCCCCC3)ccc21	3%
O=C(c1ccc(Cl)cc1)N1CCCC2(C1)NC(=O)N(Cc1ccc(Cl)cc1)C2=O (stereo not drawn)	-10%
CCCN(CCC)Cc1ccc(C(=O)NCc2c(C)noc2C)cc1	-16%
Cc1ccc(C)c(Nc2ncnc3c2cnn3-c2ccc(F)cc2)c1	22%
CC(=O)Nc1ccc(CN2CCC(N3CCOCC3=O)CC2)cc1	18%&10%
O=C(Nc1ccc(Br)cc1)Nc1nc2c(s1)CCCCCC2	u
O=C(c1ccsc1)N1CCCC(c2noc(COc3ccccc3F)n2)C1 (stereo not drawn)	-19%
COc1cc(-c2noc(-c3ccc(N(C)C)c([N+](=O)[O-])c3)n2)cc(OC)c1OC	25%
CCc1noc(-c2ccn3c(CNC(=O)CCc4cccc(OC)c4)nnc3c2)n1	i
O=C1c2ccccc2CN1C1CCN(CC2CCCCC2)CC1	-26%
CC(C)(C)CN1CCOC[C@H]1c1nc(C(C)(C)C)co1	25%[44.1 µM]
Cc1ccccc1NC(=O)c1ccc(Cl)c(S(=O)(=O)N2CCCCCC2)c1	-28%
CCN1C(=O)N(CC(N)=O)C(=O)C12CCN(Cc1cccc(Oc3ccccc3)c1)CC2	-17%
COc1ccc(C(=O)Nc2ccc(-c3noc([C@@H]4CCCN4C)n3)cn2)cc1	-3%[44.1 µM]
Cc1ccccc1Cn1cc(-c2ccncc2)cc1C(=O)N1CCN(c2ccccc2)CC1	3.5µM*
COc1cccc(CN2CCC[C@H]2C(=O)N2CCCCCCNC(=O)CC2)c1OC	u
O=C(NCc1cccs1)c1ccc(Cn2c(SCc3cccc(F)c3)nc3cccnc32)cc1	-5%
Cn1cc(-c2cc3n(n2)CCC(=O)N3CCCC(=O)Nc2ccc(Cl)cc2)c2ccccc21	2%
Cc1cc(C)cc(N(CC(=O)Nc2c(C)cc(C)cc2C)S(=O)(=O)c2c(C)nn(C)c2C)c1	-22%
CCN(CC)C(=O)c1sc2c(c1C)c(=O)n(-c1ccccc1)c(=O)n2Cc1c(C)cc(C)cc1C	10µM*
Cc1ccc(O[C@H]2COCC[C@H]2NC(=O)c2cc(CC(C)C)nc(N)n2)cn1	-8%
Next part.
SMILES	Pf Dd2 growth
COc1cccc(CN2CCc3nc(Nc4ccc5c(c4)OCCO5)ncc3C2)c1OC	-3%
O=S(=O)(c1cccc(C(F)(F)F)c1)N1CCCC(Cn2cnc3cccnc32)C1 (stereo not drawn)	-17%
COC[C@@H]1CN(S(=O)(=O)c2ccc(C)cc2)C[C@H]1c1nc(C)no1	8%
Cc1cc(C)c2c(CC(=O)N(Cc3ccccc3)C3CCS(=O)(=O)C3)coc2c1 (stereo not drawn)	u
COc1ccccc1OC1(C(=O)O)CCN(C(=O)C2CC23CCC3)CC1 (stereo not drawn)	-12%
CC(C)n1cnnc1CC1CCN(C(=O)CCCc2ccccc2)C1 (stereo not drawn)	i
CC(=O)c1ccc(NC(=O)C2CCCN(S(=O)(=O)c3ccc4c(c3)CCCN4C(C)=O)C2)cc1 (stereo not drawn)	u
Cc1ccnn1CC(=O)N(Cc1ccncc1)Cc1cccc(OCCc2ccc(F)cc2)c1	-19%
O=C1CC(c2ccccc2)N(Cc2ccncc2)CCCNCCN1 (stereo not drawn)	-14%

In the list so far, 2 contain a furan ring, fused or not.
SMILES	Pf Dd2 growth
COC(=O)c1c(NC(=O)Cc2coc3cc(C)ccc23)sc2c1CCCC2	20%
Cc1cc(C)c2c(CC(=O)N(Cc3ccccc3)C3CCS(=O)(=O)C3)coc2c1 (stereo not drawn)	u
